Screening results from PubChem BioAssay.
HIV RNase H inh: blocks HIV-1 RNase H cleavage of RNA/DNA duplex | P04585 | RT-RNase H RNA/DNA duplex cleavage, fluorescence | inhibition, % at 10 µM | 65,000 tested, 1.9% active | AID 565; in the data active = inhibition above about 50%
RmlCD inh mix: mixture blocks RmlC and RmlD coupled enzyme activity | 110,000 tested, 0.39% active | RmlC/RmlD coupled enzyme inhibition, 384-well mixture HTS | inhibition, % at 5.5 µM; in the data active = inhibition above about 30%, passing the limit was not always enough; inconclusive = no clear call, values can overlap the other calls; also: strong numbers were not always called active
Active calls of the source: *; ? = inconclusive; / = no result given.

structure | HIV RNase H inh | RmlCD inh mix
CCC(C)(C)n1nnnc1C(c1ccccc1)N1CCN(C2CCCC2)CC1 (stereo unspecified) | / | -9
C=Cn1ccnc1P(=S)(c1nccn1C=C)C1CCCCC1 | -5 | -8
O=C(CCc1ccccc1)Nc1cc(Cl)ccc1O | 6 | -15
CCc1ccccc1NC(=O)c1cnc2n(c1=O)CCS2 | 0 | -5
CCC(=O)c1ccc(OCC(O)CN2CCN(C(c3ccccc3)c3ccccc3)CC2)cc1 (stereo unspecified) | / | -6
Cn1cc(CN2CCN(c3ccccc3)CC2)c2ccccc21 | 37 | 2
CCOC(=O)c1c(CN2CCN(C)CC2)n(C)c2cc(Br)c(OC)cc12 | 3 | ?
Cc1ccc(N2C(=O)c3ccccc3C2O)nc1 (stereo unspecified) | -5 | /
CC1/C(=C\c2ccc(Cl)cc2)C(=O)C2CC1C2(C)C (stereo unspecified) | / | -11
CCn1c(-c2ccc(C)cc2)n[nH]c1=S | / | 5
O=C(O)CCC(=O)N(Cc1cccnc1)Cc1cccc(F)c1 | 2 | -7
COC(=O)[C@@]1(Cc2ccc(F)cc2)[C@H]2c3cc(C(=O)N(C)C)n(CCSCCO)c3C[C@H]2CN1C(=O)c1ccccc1 | / | 11
Cc1oc2nc(SCCCC(=O)NCCCO)nc(N)c2c1C | -7 | /
CCc1cc(Br)ccc1N1C(=O)C2CC=CCC2C1=O (stereo unspecified) | -8 | 8
COc1ccc(OCCCC(=O)Oc2ccc(OC)cc2)cc1 | / | -13

Record cards (already shown). Order of screens: HIV RNase H inh	RmlCD inh mix
Results for O=C(O)CCC(=O)N(Cc1cccnc1)Cc1cccc(F)c1 → 2	-7
Results for CCc1cc(Br)ccc1N1C(=O)C2CC=CCC2C1=O (stereo unspecified) → -8	8
Results for COc1ccc(OCCCC(=O)Oc2ccc(OC)cc2)cc1 → /	-13

(list continues)
structure | HIV RNase H inh | RmlCD inh mix
O=C(Nc1cccc2cccnc12)c1cccc2ccccc12 | / | -10
c1ccc(Sc2nc(N3CCCCC3)nc(N3CCCCC3)n2)nc1 | -33 | -31
CCn1c(SCC(=O)N/N=C/C=C\c2ccccc2[N+](=O)[O-])nnc1-c1ccccc1 | / | -6
CCOC(=O)c1c(-c2cccs2)csc1NC(=O)CN1CC(C)OC(C)C1 (stereo unspecified) | -43 | 4
Cn1cccc1/C=C1\CC(C(C)(C)C)C/C(=C\c2cccn2C)C1=O (stereo unspecified) | / | 6
COc1ccc(-c2nc(SCc3ccccc3)n(C(=O)c3ccco3)n2)cc1 | / | -14
Cc1ccc(C)c(N2CCN(C(=O)CNS(=O)(=O)c3cccs3)CC2)c1 | / | 102
C/C=C/c1ccc(OCCSc2nc(C)cc(=O)[nH]2)c(OC)c1 | -3 | 7
NC(=O)CSc1cn(CCNC(=O)c2cccs2)c2ccccc12 | -10 | -11
CN(C)c1ccc(CNn2cnnc2SCc2ccc(F)cc2)cc1 | -14 | 0
Clc1cccc(N=C2NN=C(c3ccc4c(c3)OCCO4)CS2)c1 | / | 13
COc1cc(OC)cc(-c2nc3nc(C)c(CCC(=O)O)c(C)n3n2)c1 | -5 | 6
O=C(Nc1ccsc1C(=O)N1CCCCCC1)c1ccccc1 | / | -2
CCCCN(C)CCCNC(=O)CS(=O)Cc1nc(-c2ccc(OC)c(OC)c2)oc1C (stereo unspecified) | -2 | 6
COc1cc(C(=O)Nc2ccc(O)cc2C(=O)O)ccc1OC(C)=O | 2 | 6
O=C(Nc1cccc(O)c1)c1noc2c1CCCCC2 | / | -6
Cc1ccc(NC(=O)COC(=O)c2ccc3c(c2)NC(=O)C2CCCN32)cc1C (stereo unspecified) | 23 | -10
CC1CCN(S(=O)(=O)c2cccc(C(=O)N(C)C3CCS(=O)(=O)C3)c2)CC1 (stereo unspecified) | -6 | 3
CCCCn1c(CCC(=O)O)nc2c1c(=O)[nH]c(=O)n2CCC | / | 4
N=c1sccn1CC(=O)NCCc1ccc(Cl)cc1 | 0 | 0
Cc1[nH]c2ccc(C(=O)OCCN(C)C)cc2c1C | 0 | -9
O=Cc1cn(CC(=O)N2CCOCC2)c2ccccc12 | / | -14
COC(=O)c1cc(NC2c3ncccc3C(=O)N2Cc2ccccc2)cc(C(=O)OC)c1 (stereo unspecified) | -6 | -13
O=C(/C=C/c1cccc([N+](=O)[O-])c1)NCCSc1ccccc1 | / | -8
CCOc1ccc(NC(=O)N2CCC(C(=O)c3ccc(F)cc3)CC2)cc1 | / | -4
COc1ccc(C2C(C#N)=C(N)Oc3cc(C)n(Cc4ccncc4)c(=O)c32)cc1 (stereo unspecified) | -2 | /
COc1ccc(-n2c(=S)[nH]c3cc(C(=O)NCCCN4CCCC4=O)ccc3c2=O)cc1OC | / | -15
O=C(COC(=O)c1cc(S(=O)(=O)N2CCCCC2)ccc1N1CCOCC1)NC1CCCCC1 | 0 | 7
CCOC(=O)c1[nH]nc(N)c1NC(=O)c1ccc(Cl)cc1Cl | -13 | 5
CSc1nc2c(c(=O)n1-c1ccc(F)cc1)SCC2 | / | 9
O=C(NCCc1ccccc1)C(c1cccs1)N(C(=O)c1csnn1)C1CC1 (stereo unspecified) | 7 | 3
CCCCC(O)(CCN1CCOCC1)c1ccc(Cl)cc1 (stereo unspecified) | / | 4
Cc1ccccc1-c1nnc(-c2ccccc2)o1 | -36 | /
CCC1Oc2ccccc2N(CC(=O)NCCCN2CCCCC2CC)C1=O (stereo unspecified) | -1 | 14
CC(=O)N(C(C)=O)c1ncc2c([nH]c3ccccc32)c1C#N | -7 | 6
COCCn1c(C)cc(C2=NNC(=Nc3ccc(Cl)cc3Cl)SC2)c1C | / | 11
CCC1(O)c2ccccc2-c2ncccc21 (stereo unspecified) | / | -10
CCOC(=O)c1c(N)sc(C(=O)N2CCCCCC2)c1C | 1 | -10
CCCOc1nc2c(c(=O)n(C)c(=O)n2C)n1CC | -12 | /
Cn1c(=O)[nH]c(=O)c2c1nc(N1CCc3ccccc3C1)n2CCSc1nc2ccccc2s1 | 2 | -12
CN1CCN(c2nc3cc(C(F)(F)F)ccc3n3cccc23)CC1 | / | 4
COC(=O)c1[nH]c2ccc(C)cc2c1NC(=O)CN1CCN(Cc2ccccc2)CC1 | 4 | 7
OCCOCCOCCn1c2ccccc2c2ccccc21 | -23 | 6
C=CCNC(=O)c1onc(CSc2ccncc2)c1C(=O)NCC=C | / | -12
CN(C1CCS(=O)(=O)C1)S(=O)C12CC3CC(CC(C3)C1)C2 (stereo unspecified) | 0 | -9

Two consecutive compounds from above, for reference:
structure | HIV RNase H inh | RmlCD inh mix
C=CCNC(=O)c1onc(CSc2ccncc2)c1C(=O)NCC=C | / | -12
CN(C1CCS(=O)(=O)C1)S(=O)C12CC3CC(CC(C3)C1)C2 (stereo unspecified) | 0 | -9

The listing picks up with the 5 entries that preceded the break.
structure | HIV RNase H inh | RmlCD inh mix
CN1CCN(c2nc3cc(C(F)(F)F)ccc3n3cccc23)CC1 | / | 4
COC(=O)c1[nH]c2ccc(C)cc2c1NC(=O)CN1CCN(Cc2ccccc2)CC1 | 4 | 7
OCCOCCOCCn1c2ccccc2c2ccccc21 | -23 | 6
C=CCNC(=O)c1onc(CSc2ccncc2)c1C(=O)NCC=C | / | -12
CN(C1CCS(=O)(=O)C1)S(=O)C12CC3CC(CC(C3)C1)C2 (stereo unspecified) | 0 | -9
Cc1cc(C)nc(NC(=O)CCC2CCCC2)c1 | / | -18
COc1ccc(/C=C2/C(=O)NC(=O)N(C3CCCCC3)C2=O)cc1CSc1ccccn1 | / | 6
COCCCNC(=O)CCSc1ccc(Cl)cc1 | -8 | 1
Cc1ccc(S(=O)(=O)N2C(=O)CCC2C(=O)Nc2ccc3c(c2)OCCO3)cc1 (stereo unspecified) | 0 | 3
CCCCn1cnc2c1c(=O)n(CC(=O)c1cc(C)n(C)c1C)c(=O)n2CC(C)C | 1 | -4
COc1ccc(NC(=O)c2cc(S(=O)(=O)N3CCCCC3)ccc2N2CCCCC2)cn1 | 8 | -1
Cc1[nH]c2ccccc2c1/C=N/O | -16 | -14
CCCCNC(=S)NC(=O)c1ccc([N+](=O)[O-])cc1 | / | -6
COc1ccc(CN2C(=O)CCC2(C)C(=O)NC2CCCCCC2)cc1 (stereo unspecified) | -18 | 20
CCC(c1nnnn1Cc1cccs1)N1CCN(C2CCCC2)CC1 (stereo unspecified) | 1 | -9
CCCCC(=O)Nc1ccc2c(c1)C(=O)NC2=O | -10 | 14
Cc1ccccc1NC(=O)/C(=C\c1cccs1)NC(=O)c1ccco1 | / | 23
Cc1noc(C)c1C(=O)N1CCC2(CC1)OCCO2 | -4 | -5
CCOC(=O)C(/C=C(\C#N)C(=O)OCC)=C(/N)N1CCN(c2ccccc2)CC1 | / | 55
COc1ccccc1COCC(O)CNCC1(N2CCCCC2)CCCCC1 (stereo unspecified) | -9 | -12
Cc1cc2c(nn1)CCC/C2=N\O | -7 | -18
COC(=O)C1=C(C)N(C)C(C)=C(C(=O)OC)C1c1cccc(Br)c1 | -50 | -12
Cc1ccc(F)cc1NC(=O)c1ccc2c(c1)OCO2 | -20 | -69
COc1cccc(C2CC(c3ccc(Cl)cc3Cl)Nc3nc(N)nn32)c1 (stereo unspecified) | 5 | -12
CCOC(=O)C1CCCN(Cc2nc(N)nc(Nc3ccccc3)n2)C1 (stereo unspecified) | -3 | /
COC(=O)c1ccccc1NC(=O)Cn1cc2c(n1)CCC(C)C2 (stereo unspecified) | -18 | -8
CCOc1ccc(C(C)(O)CN2CCOCC2)cc1 (stereo unspecified) | / | 8
CCCC(=O)Nc1nnc(SCC(=O)NCc2cccs2)s1 | / | -5
COC(=O)c1cc2ccccc2c(-c2c(OC)c(C(=O)OC)cc3ccccc23)c1OC | / | 1
O=C(CC1Sc2ccccc2NC1=O)OCC(=O)N1CCc2ccccc21 (stereo unspecified) | -50 | 13
Nc1nc2n(n1)C(c1cccc(Cl)c1)CC(c1ccc(F)cc1)N2 (stereo unspecified) | 2 | 7
C=CCn1c(SC2CCOC2=O)nc2sc(C)c(C)c2c1=O (stereo unspecified) | / | -12
COc1ccc2ccccc2c1C1CC(=O)N2CN(C)CSC2=C1C#N (stereo unspecified) | 68* | 7
Cc1cccc2c1CC(C)(C)N=C2C1=C(O)CCCC1=O | 2 | 11
O=C(COC(=O)CN1C(=O)c2ccccc2C1=O)Nc1ccc(S(=O)(=O)N2CCCC2)cc1 | / | -37
COc1ccc(-c2cc(C(=O)O)c3ccccc3n2)c(OC)c1 | 4 | -3
COc1ccc(NS(=O)(=O)c2cc([N+](=O)[O-])ccc2N/N=C\c2c(C)[nH]c3ccccc23)cc1 | / | 4
O=C(O)C1CCC(N2C(=O)C3CCCCC3C2=O)CC1 (stereo unspecified) | / | 4
COc1ccc(-c2cc(=O)n(-c3nc4ccccc4[nH]3)[nH]2)cc1 | 4 | -4
Cc1n[nH]c(=O)nc1NCc1ccco1 | 4 | -8
Cc1nnc(NC(=O)CSc2nc(C(C)C)nc3ccccc23)s1 | / | 0
COC(=O)c1ccccc1NC(=O)CN1CCC(n2nnc3cc(F)ccc32)CC1 | 22 | -2
O=C(c1cnc2n(c1=O)CCS2)N1CCN(c2ccc([N+](=O)[O-])cc2)CC1 | / | -6
O=C1CC(c2ccccc2)CC(O)=C1C=NCc1ccco1 (stereo unspecified) | -7 | 13
CC(NC(=O)c1ccc2c(c1)OCO2)C(c1cccs1)N1CCOCC1 (stereo unspecified) | 1 | -2
O=c1c2[nH]c3ccc(F)cc3c2ncn1CCN1CCOCC1 | 70* | 5
O=C1CCCC/C1=C/Nc1ccc(C(=O)O)cc1 | / | 22
Cn1nnnc1SCC(=O)NCCc1ccc(Cl)cc1 | -9 | -6
CCOC(=O)c1ccccc1NC1c2ccccc2C(=O)N1c1cc(C)ccn1 (stereo unspecified) | / | -4
O=C(CCCN1C(=O)c2ccccc2C1=O)N1CCC(c2ccccc2)C1 (stereo unspecified) | -44 | -14
COc1ccc(C2N=C(Nc3ccc(C)cc3)Nc3nc(C)cc(=O)n32)cc1 (stereo unspecified) | 5 | -10
CCOC(=O)Cn1c2c(c(=N)c3ccccc31)CCC2 | -2 | /
CCN(CC)S(=O)(=O)c1ccc(NC(=O)COC(=O)CN2C(=O)c3ccccc3C2=O)cc1 | / | 0
Cc1cc(C2C(C#N)=C(N)Oc3n[nH]c(C)c32)c(C)s1 (stereo unspecified) | / | 8
CCC(=O)Nc1ccc(Oc2ccc3c(c2)C(=O)NC3=O)cc1 | -15 | 6
Cc1nc2cc(-c3cccs3)[nH]n2c(=O)c1C | / | -6
CN(C)c1nc(Nc2ccc(Cl)cc2)nc(OCC#N)n1 | -54 | -2
CCN1CCN(S(=O)(=O)c2cccc3nsnc23)CC1 | / | 4
C=C(C)CSC1=C(C#N)C(c2ccsc2)CC(=O)N1 (stereo unspecified) | 0 | -7
CC(C)CC(OC(=O)c1ccco1)C(=O)NC1CCCCC1 (stereo unspecified) | -24 | 1
O=C1CC(c2ccco2)Cc2nc(Nc3nc(-c4ccccc4)c4ccccc4n3)ncc21 (stereo unspecified) | 73* | /
c1ccc2c(c1)[nH]c1c(N3CCOCC3)ncnc12 | -3 | -8
CCOC(=O)c1nc(N2CCN(C(=O)OCC)CC2)c2c3c(sc2n1)CCCC3 | 2 | -5
COC(=O)c1cc(NC(=O)C2CC=CCC2C(=O)O)cc(C(=O)OC)c1 (stereo unspecified) | -1 | 6
CCOc1ccccc1N1CCN(Cc2cccc(OC)c2O)CC1 | -12 | -9

Next part:
structure | HIV RNase H inh | RmlCD inh mix
CCN(CC)c1ccc(NC(=O)c2ccco2)c(C)c1 | -7 | -9
CCC(c1nnnn1Cc1ccco1)N1CCN(C(=O)c2ccco2)CC1 (stereo unspecified) | -10 | /
CCc1nc2c(n1O)CCc1nonc1-2 | 7 | -5
Cc1ccc(-c2cc(C(=O)Nc3c(C#N)cnn3C)no2)cc1 | -11 | -13

Not all compounds are listed; count on the stated rates, not on these rows.
